Screening results deposited in PubChem BioAssay by The Scripps Research Institute Molecular Screening Center.
FBW7 act = human FBW7 E3 ligase activation, primary screen; AlphaScreen FBW7–phospho-cyclin E peptide binding, activator screen; 650,000 tested, 0.13% active; Q969H0; normalized activity (activation), % at 26.1 µM; in the data active = normalized activity above about 1.9%;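 also: purified mutant Fbw7 with reduced substrate affinity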
Target sequence (Q969H0 whole entry, looked up): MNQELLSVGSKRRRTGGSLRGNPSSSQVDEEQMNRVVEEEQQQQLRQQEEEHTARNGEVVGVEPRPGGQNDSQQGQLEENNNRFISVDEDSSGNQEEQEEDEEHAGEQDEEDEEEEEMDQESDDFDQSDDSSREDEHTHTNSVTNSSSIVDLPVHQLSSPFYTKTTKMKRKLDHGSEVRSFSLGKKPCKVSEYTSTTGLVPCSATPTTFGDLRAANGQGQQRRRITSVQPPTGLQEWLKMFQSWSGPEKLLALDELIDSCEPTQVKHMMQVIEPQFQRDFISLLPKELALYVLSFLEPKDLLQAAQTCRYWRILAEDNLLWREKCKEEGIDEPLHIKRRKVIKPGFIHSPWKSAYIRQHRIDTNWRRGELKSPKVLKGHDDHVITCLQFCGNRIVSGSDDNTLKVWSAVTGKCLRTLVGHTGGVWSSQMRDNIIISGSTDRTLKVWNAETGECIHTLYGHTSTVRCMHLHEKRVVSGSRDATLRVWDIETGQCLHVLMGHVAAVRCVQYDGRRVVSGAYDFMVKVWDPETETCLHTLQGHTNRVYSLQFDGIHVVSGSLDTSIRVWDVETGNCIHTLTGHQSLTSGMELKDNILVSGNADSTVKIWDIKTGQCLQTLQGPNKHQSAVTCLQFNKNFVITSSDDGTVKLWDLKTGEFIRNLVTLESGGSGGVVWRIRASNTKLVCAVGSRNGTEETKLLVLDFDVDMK
GPR151 activ = activators of human GPR151 | Q8TDV0 | PathHunter beta-arrestin GPR151 cells, luminescence | activation, % at 11.2 µM | 650,000 tested, 1% active | AID 1508602; in the data active = activation above about 4.9%;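 also: 0% = median of compound wells and 100% = cells with positive control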
Target sequence (Q8TDV0 whole entry, looked up): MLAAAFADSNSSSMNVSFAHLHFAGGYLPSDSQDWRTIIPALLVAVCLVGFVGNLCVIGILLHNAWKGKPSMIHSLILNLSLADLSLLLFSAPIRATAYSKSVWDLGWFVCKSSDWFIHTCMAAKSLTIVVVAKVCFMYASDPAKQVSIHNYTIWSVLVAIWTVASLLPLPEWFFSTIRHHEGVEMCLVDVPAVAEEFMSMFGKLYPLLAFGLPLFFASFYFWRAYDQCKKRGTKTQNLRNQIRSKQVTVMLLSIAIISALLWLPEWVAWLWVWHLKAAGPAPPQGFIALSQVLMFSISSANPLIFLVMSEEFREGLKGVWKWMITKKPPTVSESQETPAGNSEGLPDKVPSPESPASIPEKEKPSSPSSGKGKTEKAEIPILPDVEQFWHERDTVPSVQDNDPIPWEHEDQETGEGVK
MITF inh = human MITF inhibition, primary screen; O75030; AlphaScreen MITF homodimerization, bead proximity signal; inhibition, % at 2.6 µM; 650,000 tested, 0.91% active; in the data active = inhibition above about 50%;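 also: 0% = vehicle wells with protein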
TEAD-YAP inh = TEAD-YAP interaction inhibition | HEK-TIYL cells, TEAD-Gal4/YAP UAS-luciferase luminescence | inhibition, % at 9.12 µM | 640,000 tested, 1.4% active | AID 1259422; in the data active = inhibition above about 32%;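 also: 0% = median of test compound wells and 100% = reference inhibitor wells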
The depositor's hits bear a star. No enrichment for hits; 3.4% or so of the library scored in one or more.

SMILES | FBW7 act | GPR151 activ | MITF inh | TEAD-YAP inh
O=C(CCc1ccccc1)Nc1ccc(F)c(Cl)c1 | -0.1 | 0.6 | 8 | -9
CCc1ccccc1NC(=O)c1cc(CC(C)C)on1 | 0.3 | -0.2 | -10 | -16
CCCNC(=O)c1cnn2c(C)c(Cc3ccc(Cl)cc3)c(C)nc12 | 0.3 | -0.3 | -1 | 3
Cc1c(N2C(=O)CSC2c2ccco2)c(=O)n(-c2ccccc2)n1C (stereo not given) | 0.0 | 0.5 | -9 | -5
Cc1nonc1CC(=O)NC(C)c1cnn(-c2cccc3ccccc23)c1C (stereo not given) | 0.1 | -0.8 | -23 | 3
COc1ccc(-c2cccc(C(N)=O)n2)cc1 | -0.1 | 0.8 | 9 | 2
Cc1nn2cc(-c3ccccc3)cc2c2c(C)n(C)c(C)c12 | -0.1 | -0.2 | 20 | 11
COc1ccc(S(=O)(=O)N(CC(=O)Nc2cccc(Br)c2)c2ccc(C)cc2)cc1 | 0.1 | 0.0 | -2 | 6
O=C(c1ccccc1Br)N1N=C(c2c(-c3ccccc3)c3cc(Br)ccc3[nH]c2=O)CC1c1ccccc1 (stereo not given) | 0.0 | 0.3 | 3 | 4
CCOC(=O)N1CCC(n2c(SCc3cc(F)ccc3F)nc3ccccc3c2=O)CC1 | -0.1 | -0.8 | -27 | -10
COCCN1C(=O)C(=O)/C(=C(/O)c2cccc(OC)c2)C1c1ccc(C)o1 (stereo not given) | -0.3 | 0.5 | -1 | 3
Cc1ccc2[nH]c(=O)c(CN(CCO)Cc3nnnn3Cc3ccc(F)cc3)cc2c1 | -0.1 | -0.6 | 2 | 2
CCOc1ccc2[nH]cc(S(=O)(=O)c3ccc(OC)cc3)c(=O)c2c1 | -0.2 | 1.5 | -6 | 8
Cc1ccc(Cn2c(SCC(=O)c3ccccc3)nc3c(sc4ccc([N+](=O)[O-])cc43)c2=O)cc1 | 0.7 | -1.1 | 9 | -3
COc1c(O)ccc(/C=N/NC(=O)c2ccncc2)c1[N+](=O)[O-] | 0.1 | 0.4 | 12 | 3
CC1CCC(N2CC(=O)N(C3CCCCCCC3)C(c3ccc(Cl)cc3)C2=O)CC1 (stereo not given) | 0.0 | 1.5 | 1 | -6
O=S(=O)(c1ccc(F)cc1)N1CCN(S(=O)(=O)c2ccc3ccccc3c2)CC1 | 0.0 | -0.3 | 0 | 1
Cc1c(NCc2nnc(-c3ccccc3)o2)c(=O)n(-c2ccccc2)n1C | -0.2 | -1.1 | -9 | 1
NC(=O)c1ccc(NC(=O)/C=C/c2ccccc2[N+](=O)[O-])cc1 | -0.2 | -0.1 | -5 | 1
Cc1cc2ncn(C3CC(=O)N(c4ccccc4Cl)C3=O)c2cc1C (stereo not given) | 0.3 | -0.2 | -3 | 5
CCOC(=O)c1c(NC(=O)c2ccccc2)sc2c1CCCCC2 | -0.1 | 0.5 | -3 | 3
CCC(C)NC(=O)CN1CC(=O)N(Cc2ccc(C)cc2)C(c2ccccc2F)C1=O (stereo not given) | 0.2 | 0.0 | 14 | 4
COc1ccc(/C=C2\N=C(c3ccccc3)OC2=O)c(OC)c1 | -0.1 | 0.6 | -12 | -7
O=C(NNC(=O)C(c1ccccc1)c1ccccc1)c1ccccc1 | 0.0 | 0.5 | 4 | 4
O=c1[nH]nc(Cc2ccccc2)c2ccccc12 | 0.0 | 0.2 | 4 | -13

Other records:
SMILES | FBW7 act | GPR151 activ | MITF inh | TEAD-YAP inh
Cc1ccccc1NC(=O)c1ccc(F)c(S(=O)(=O)NC2CCCC2)c1 | -0.1 | -0.7 | 5 | 0
CCCCN(C)C(=O)c1nc2ccccn2c1CN1CCN(C(=O)c2cccs2)CC1 | 0.3 | 0.2 | -4 | -12
CN=c1scc(-c2ccccc2)n1C | 0.3 | -1.0 | 9 | 0
CC(=O)c1ccccc1OCC(O)CN1CCN(Cc2ccccc2)CC1 (stereo not given) | 0.0 | 0.4 | 2 | 5
CN1CC2([N+](=O)[O-])C=C(Oc3ccccc3)CC([N+](=O)[O-])(C1)C2 (stereo not given) | 0.7 | -0.8 | 13 | 3
COC(=O)c1ccc2nc(-c3ccc(F)cc3)c(Br)n2c1 | 0.2 | 0.2 | 6 | -9
CCOc1ccccc1/C=C1/NC(=S)NC1=O | -0.1 | 0.4 | -5 | 1
NC(=O)C1CC(O)CN1C(=S)Nc1ccc(Cl)cc1Cl (stereo not given) | 0.0 | 0.9 | -6 | -9
O=C1CCC(=O)N1CNc1cccc(Br)c1 | -0.1 | -0.1 | 3 | -7
Cc1ccc(/C=C/C(=O)Nc2nc3ccc(Cl)cc3s2)o1 | 0.0 | 0.3 | -14 | -1
CN(CC(=O)NCc1ccccc1)S(=O)(=O)c1cc2c(cc1Cl)NC(=O)CO2 | 0.2 | -0.7 | 7 | 4
COc1cc(C(=O)N/N=C(\C)c2ccco2)cc(OC)c1OC | 0.8 | -0.4 | 13 | 53*
CC(C)CCN1C(=O)c2ccc(C(=O)Nc3cccnc3)cc2C1=O | -0.1 | -4.1 | 9 | 0
O=C1N[C@H](Cc2ccccc2)C(=O)N2C[C@@H](NCc3cc(F)ccc3F)C[C@@H]12 | -0.1 | -0.3 | 9 | 10
COC(=O)c1c(NC(=O)c2ccc(Br)s2)sc2c1CCN(C(C)C)C2 | 0.1 | -1.1 | 43 | 4
C=CCN1CCN(C(CC)c2nnnn2CCOC)CC1 (stereo not given) | 0.1 | -0.2 | 9 | 0
COc1ccccc1Oc1ccccc1C(=O)O | 0.0 | 1.6 | 2 | 7
Cc1ccc(-c2n[nH]c(CNC(=O)NC3CCCCC3)n2)cc1 | 0.2 | -0.1 | 5 | 6
CCOC(=O)N1N=C(c2ccncc2)CC1(O)C(F)(F)F (stereo not given) | -0.1 | 1.4 | -14 | -39
Cc1ccc(CN2CCNC(=O)C2CC(=O)NCCCOC(C)C)cc1 (stereo not given) | 0.0 | -0.1 | 6 | -1
COc1ccc(-c2cc(=O)n3[nH]cnc3n2)cc1 | 0.1 | -4.1 | 7 | 13
COC(=O)c1ccc(/C=C(\C#N)c2nc3ccccc3n2C)cc1 | 0.0 | -0.5 | 5 | 2
Cc1cccc(C)c1OCC(O)CN1CCOCC1 (stereo not given) | 0.0 | -0.5 | 13 | -2
O=C(NNC(=O)c1ccccc1I)NC1CCCCC1 | 0.1 | -0.6 | -1 | -1
CCOc1ccc(-n2c(SCC#N)nc3c(sc(=S)n3-c3ccc(Cl)c(C)c3)c2=O)cc1 | 0.2 | 1.3 | 28 | -4

Later entries:
SMILES | FBW7 act | GPR151 activ | MITF inh | TEAD-YAP inh
Cc1ccc(C(=O)N/N=C\c2ccccc2OC(=O)c2ccco2)cn1 | -0.1 | 0.4 | -3 | -6
COc1cccc(CN(CCCN2CCCC2)C(=O)Nc2ccc(-c3cn[nH]c3)cc2)c1 | 0.0 | -2.6 | 12 | 10
Nc1nc(-c2ccccc2)cs1 | -0.1 | -0.4 | 7 | -47
CCCN(CCC)c1ccc(C2Nc3ccccc3-c3nnc(SCC)nc3O2)cc1 (stereo not given) | -0.2 | 0.1 | -3 | -5
CC(=O)N1c2ccc(S(=O)(=O)NC(C(=O)Nc3ccccc3C)C(C)C)cc2CC1C (stereo not given) | 0.0 | 0.4 | 5 | -6
COc1ccccc1-c1nnc2sc(-c3ccc4c(c3)OCCO4)nn12 | -0.5 | 5.7* | -10 | 53*
Cc1cc(=O)oc2cc(NC(=S)Nc3cccc(C(=O)O)c3)ccc12 | -0.2 | 0.5 | 14 | -9
Cc1csc(NC(=O)CSc2nnc(-c3ccncc3)n2-c2cccc(C)c2C)n1 | -0.1 | 1.5 | 3 | -3
C=CCNc1nc2ccc(C)cn2c(=O)c1/C=C1/SC(=S)N(Cc2ccccc2)C1=O | -0.1 | -0.5 | 1 | 8
Cc1c(C(=O)Nc2ccccc2)oc2ccccc12 | 0.1 | -6.7 | -3 | -30
COCCn1c(=S)[nH]c2cc(C(=O)N3CC=C(c4ccccc4)CC3)ccc2c1=O | 0.0 | 0.3 | -4 | 1
OCc1ccc(-c2cccc(Cl)c2)o1 | 0.3 | 0.9 | 9 | 0
Nc1c2c(nc3ccc([N+](=O)[O-])cc13)CCCC2=O | 0.0 | 1.3 | 20 | -12
Cc1cccc(N(C(=O)c2ccccc2)C2C=CS(=O)(=O)C2)c1 (stereo not given) | 0.2 | -2.5 | -23 | -9
O=C(/C=C/c1ccc(Cl)cc1)Nc1cccc(F)c1 | 0.2 | -4.4 | -4 | -56
COCCn1c2c(c(=O)[nH]c1=O)C(c1ccccc1Cl)C1=C(N2)c2ccccc2C1=O (stereo not given) | -0.1 | 0.3 | 16 | -3
Cc1cc(NC(=O)COC(=O)[C@@H](NS(=O)(=O)/C=C/c2ccccc2)C(C)C)no1 | 0.6 | 1.4 | 6 | 11
Cc1cc2cc(CNC(=O)Cc3ccc(F)cc3)ccc2[nH]1 | 0.0 | -3.2 | 4 | -26
CCOc1ccc(C(=O)Oc2coc(CSc3nccn3C)cc2=O)cc1OCC | -0.1 | 2.5 | 9 | 6
C=CCNC(=O)/C(=C\c1ccc(C)o1)NC(=O)c1ccccc1 | -0.2 | 0.2 | 8 | -2
COc1ccc(C(CNC(=O)CCl)N2CCCCC2)cc1 (stereo not given) | 0.2 | -0.9 | -3 | 11
COc1cc2nc(-c3cccc(N)c3)nc(NC3CC3)c2cc1OC | -0.1 | -0.7 | -10 | -1
COc1ccc2oc(=O)c(NC(=O)/C=C/c3cccc(Cl)c3Cl)cc2c1 | 0.2 | -0.9 | 11 | 3
COc1ccc(-c2cncc(-c3cc(Nc4ccccc4)nc(C)n3)c2)cc1 | 0.2 | -0.7 | 15 | 3
Cc1ccnc(NC(=O)c2csc(-c3cc4ccccc4n3C)n2)c1 | 1.0 | -0.5 | -3 | -7

The list goes on:
SMILES | FBW7 act | GPR151 activ | MITF inh | TEAD-YAP inh
CS(=O)(=O)N1CCC(Oc2cccc(C(=O)N[C@H]3CCCCNC3=O)c2)CC1 | 0.1 | -0.8 | 17 | -1
Cc1cccc(OCC(=O)NCc2cccs2)c1 | -0.1 | 1.0 | -7 | -11
C=CCNC(=S)NNC(=O)C(O)c1ccccc1 (stereo not given) | 0.5 | 0.0 | -4 | -4
Cc1cc(I)ccc1NCN1C(=O)c2ccc([N+](=O)[O-])cc2C1=O | -0.2 | 2.2 | 0 | 9
CCCCc1ccc(-c2nc(C=Nc3ccc(I)cc3)c(O)o2)cc1 | 0.0 | -1.7 | 7 | 10
O=C(COc1ccc(Br)cc1Cl)NC1CCCC1 | 0.1 | 2.0 | 6 | -22
N#CC1=C(SCC(=O)OCc2ccccc2)NC(=O)CC1c1ccc(O)cc1 (stereo not given) | 0.2 | -0.1 | 6 | 9
Nc1c(Br)cc(Br)cc1C(O)CCl (stereo not given) | 0.1 | -0.3 | 0 | -6
Cc1ccc2c(c1)C1CN(C)CCC1N2CC(=O)N(C)c1ccccc1 (stereo not given) | 0.1 | -1.1 | 18 | -5
O=C(Nc1ccc2c(c1)OCO2)c1ccc2nc(Nc3ccc(-n4ccnc4)cc3)sc2c1 | 0.3 | -1.5 | 17 | -32
COc1ccc(Cl)cc1NC(=S)N1CCCC1 | 0.1 | -0.4 | 6 | -2
O=C(NCc1ccccn1)Nc1ccccc1C(F)(F)F | -0.2 | 0.9 | -14 | 14
c1ccc(CNc2nc(N3CCOCC3)nc3c2ncn3-c2ccccc2)cc1 | -0.1 | -1.7 | -10 | -8
CCN(c1ccccc1)S(=O)(=O)c1ccc(F)c(C(=O)Nc2ccc(C)c(F)c2)c1 | -0.1 | 0.9 | 3 | 1
COc1ccc(C(=O)C2CCCN(S(=O)(=O)CC(F)(F)F)C2)c(C)c1 (stereo not given) | 0.1 | 0.3 | 6 | 8
CCN(CC)c1ccc(/C=N/NC(=O)Cc2nnc(N)s2)cc1 | -0.2 | -1.2 | 10 | 13
CC1CCN(c2ncnc3sc4c(c23)CCCC4)CC1 | 0.1 | -1.4 | 11 | -14
O=C(Nc1cc(Cl)ccc1Oc1ccccc1)c1cc(Br)cc(Br)c1O | 0.1 | 2.3 | -2 | 7
CCOC(=O)c1ccsc1NC(=O)c1ccc([N+](=O)[O-])s1 | -0.1 | 1.2 | 3 | 11
CCn1cc(SCC(=O)N2N=C(c3cccs3)CC2c2ccc(C)cc2)c2ccccc21 (stereo not given) | 0.0 | 0.5 | -2 | 3

An excerpt of these results, tab-delimited.
Molecule	FBW7 act	GPR151 activ	MITF inh	TEAD-YAP inh
O=C(Nc1ccc2c(c1)OCO2)c1ccc2nc(Nc3ccc(-n4ccnc4)cc3)sc2c1	0.3	-1.5	17	-32
O=C(NCc1ccccn1)Nc1ccccc1C(F)(F)F	-0.2	0.9	-14	14
CCOC(=O)c1ccsc1NC(=O)c1ccc([N+](=O)[O-])s1	-0.1	1.2	3	11
Cc1ccc2c(c1)C1CN(C)CCC1N2CC(=O)N(C)c1ccccc1 (stereo not given)	0.1	-1.1	18	-5
Nc1c(Br)cc(Br)cc1C(O)CCl (stereo not given)	0.1	-0.3	0	-6
O=C(COc1ccc(Br)cc1Cl)NC1CCCC1	0.1	2.0	6	-22

Retrieved one by one from the list above, four records:
SMILES | FBW7 act | GPR151 activ | MITF inh | TEAD-YAP inh
COc1ccc(Cl)cc1NC(=S)N1CCCC1 | 0.1 | -0.4 | 6 | -2
Cc1cc(I)ccc1NCN1C(=O)c2ccc([N+](=O)[O-])cc2C1=O | -0.2 | 2.2 | 0 | 9
Cc1ccc2c(c1)C1CN(C)CCC1N2CC(=O)N(C)c1ccccc1 (stereo not given) | 0.1 | -1.1 | 18 | -5
CC1CCN(c2ncnc3sc4c(c23)CCCC4)CC1 | 0.1 | -1.4 | 11 | -14
